GPR55 activation = selective activators of receptor GPR55 – imaging, U2OS cells, beta-arrestin-GFP redistribution, primary screen (AID 1961) | hit rate 0.048% among 290,000 | U2OS GPR55 beta-arrestin-GFP redistribution imaging; higher % means a stronger effect | activation, % at 10 µM; hits with a dose series show EC50 in µM;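 active = activation above 40% with more than 50 cells counted in the well; inconclusive = wells holding fewer than 50 cells, flagged as toxic or sparse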;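 also: U2OS osteosarcoma cells stably expressing GPR55 and beta-arrestin-GFP; plate controls were DMSO negative control for no effect and LPI positive control for full effect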
AID2073 = inhibitors of Mint1-CaV2.2 protein interaction, biochemical, HTRF (AID 2073) | HTRF protein-protein interaction, Mint1-CaV2.2; higher % means a stronger effect | inhibition, % at 20 µM; hits with a dose series show IC50 in µM | hit rate 0.19% among 290,000; in the data active = inhibition mostly above about 51%, no sharp cut-off; inconclusive = no clear call, values can overlap the other calls; inactive = mostly below about 53%; also: some results filed as inactive read as strong as hits
SIAH1 antagonists = Siah-1 peptide-binding antagonists, primary screen, biochemical, fluorescence polarization, rhodamine-plectin, uHTS (AID 1817). displacement, % at 20 µM, or IC50 in µM where a hit was titrated. Siah-1 / rhodamine-plectin peptide fluorescence polarization; higher % means a stronger effect. hit rate 0.02% among 290,000;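 active = displacement of at least 50% at 20 µM, with a fluorescence ratio check between 0.3 and a set limit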;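 also: plate controls were Siah plus tracer with DMSO for no effect and tracer alone without Siah for full effect; strong numbers were not always called active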
HIV peptide binding = inhibitors of HIV fusion peptide binding, primary screen, biochemical, uHTS, fluorescence dequenching (AID 1986); one-dose inhibition, % at 20 µM; IC50 in µM for titrated hits; hit rate 0.3% among 290,000; cell-free peptide binding, fluorescence dequenching, 30 min; higher % means a stronger effect; in the data active = inhibition mostly above about 52%, no sharp cut-off; inactive = mostly below about 76%; also: some results filed as inactive read as strong as hits
GPR35 antagonists = GPR35 antagonists blocking zaprinast-driven arrestin recruitment, primary screen, imaging, U2OS, beta-arrestin-GFP, zaprinast agonist (AID 2058); U2OS GPR35 beta-arrestin-GFP translocation imaging, zaprinast antagonism; higher % means a stronger effect; hit rate 0.052% among 290,000; one-dose inhibition, % at 10 µM; IC50 in µM for titrated hits;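 active = inhibition of at least 50% with at least 30 cells and total cytoplasm GFP at most 10,000,000; inconclusive = under 30 cells or total GFP of 10,000,000 plus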
UTI89 phage lysis = protection from phage-mediated lysis, alamar blue read-out – E. coli UTI89, K1F phage, bacterial capsule biogenesis inhibitors (AID 488966); E. coli UTI89 K1F phage lysis, alamar blue, 2 h; higher % means a stronger effect; inhibition, % at 100 µM; hits with a dose series show IC50 in µM; hit rate 0.02% among 340,000;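 active = phage lysis inhibition, versus mean bacterial control, above a set limit; inconclusive = no clear call, values can overlap the other calls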;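 also: capsule biogenesis inhibitors block K1F phage lysis so surviving cells raise fluorescence; higher fluorescence means more inhibition of phage lysis; actives were called in the ten point dose series up to 300 µM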
NTR1 agonist = agonists of NTR1, primary screen, imaging, U2OS cells, beta-arrestin-GFP, high content (AID 493036). NTR1-U2OS beta-arrestin-GFP spot imaging, agonist mode. P30989. hit rate 0.17% among 330,000. activation, % at 20 µM;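 active = activation at or above 40% of the spot to cytoplasm intensity ratio, with at least 20 cells analyzed; inconclusive = wells under 20 cells, flagged as cytotoxic or low count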;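 also: 0% = DMSO without peptide and 100% = 100 nM NTR1 peptide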
Target sequence (P30989 whole entry, looked up): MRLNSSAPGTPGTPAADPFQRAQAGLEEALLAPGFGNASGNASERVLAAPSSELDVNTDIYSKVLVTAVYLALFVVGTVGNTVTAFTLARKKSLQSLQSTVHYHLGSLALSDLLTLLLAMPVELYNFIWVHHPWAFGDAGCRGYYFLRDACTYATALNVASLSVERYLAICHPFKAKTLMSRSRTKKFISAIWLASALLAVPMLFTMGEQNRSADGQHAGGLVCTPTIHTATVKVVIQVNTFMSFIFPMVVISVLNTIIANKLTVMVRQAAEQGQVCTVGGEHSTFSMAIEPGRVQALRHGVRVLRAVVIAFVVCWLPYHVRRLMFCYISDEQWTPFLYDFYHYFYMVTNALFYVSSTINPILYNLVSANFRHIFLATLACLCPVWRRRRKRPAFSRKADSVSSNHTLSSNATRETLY
GPR55 antagonists = GPR55 antagonists blocking LPI-driven arrestin recruitment, primary screen, imaging, U2OS, beta-arrestin-GFP, LPI agonist (AID 2013) | one-dose inhibition, % at 10 µM; IC50 in µM for titrated hits | hit rate 0.13% among 290,000 | U2OS GPR55 beta-arrestin-GFP translocation imaging, LPI antagonism; higher % means a stronger effect;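 active = spots per cell inhibited over 60%, with over 100 cells counted and total cytoplasm intensity under 500,000; inconclusive = wells with under 100 cells, flagged as likely toxic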;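 also: U2OS cells stably carrying GPR55 and arrestin-GFP stimulated by 5 µM LPI near EC80; imaged beta-arrestin-GFP aggregate spots per cell after agonist stimulation; plate controls were LPI-stimulated DMSO wells for no effect and DMSO wells without LPI for full effect; some results filed as inactive read as strong as hits; confirmed hits need IC50 under 10 µM and bright autofluorescent wells are also inconclusive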
NS5 inhibitors = Dengue-2 NS5 methyltransferase inhibitors, primary screen, biochemical, confirmation dose response (AID 588689) | Dengue-2 NS5 methyltransferase capping enzyme assay, biochemical; higher % means a stronger effect | inhibition, % at 25 µM, or IC50 in µM where a hit was titrated | hit rate 0.3% among 340,000; in the data active = a potency from the dose series; inconclusive = inhibition above about 29% without an active follow-up result
NTR1 agonist cell count 20 µM = second read-out of NTR1 agonist, no call of its own (marks repeat the call); cell count; measured here: cell count, cytotoxicity flag
* = called active by the depositor; ? = inconclusive; . = no result given; [ ] = another dose, or the depositor's remark.

SMILES	GPR55 activation	AID2073	SIAH1 antagonists	HIV peptide binding	GPR35 antagonists	UTI89 phage lysis	NTR1 agonist	NTR1 agonist cell count 20 µM	GPR55 antagonists	NS5 inhibitors
CS(=O)(=O)c1ccc(Cl)c(NC(=O)C2CC(=O)N(c3ccc4c(c3)OCCO4)C2)c1 (configuration not stated)	-0.1%	9%	0%	-1.2%	-4%	0.0%	0.4	54	4%	2%
CCOC(=O)N1CCN(c2ccc(C(F)(F)F)cn2)CC1	0.3%	3%	-9%	-1.3%	23%	4.0%[50 µM]	0.8	51	9%	-6%
CCCCCn1c(N2CCCC2)nc2c1c(=O)n(C)c(=O)n2C	-0.2%	-3%	2%	0.9%	-1%	-0.1%	-0.1	60	-10%	-8%
Cc1ccc(NC2=CC(=O)OC(C)C2)cc1 (configuration not stated)	0.2%	-1%	-3%	-1.6%	1%	0.1%	0.1	32	-13%	2%
Nc1nc(NCc2ccco2)nc(N2CCCCC2)c1[N+](=O)[O-]	-0.1%	8%	0%	0.7%	-2%	-0.4%[50 µM]	2.3	58	3%	1%
Cc1nc2ccccc2c2oc(C(=O)NC3CC3)cc12	-0.1%	0%	0%	-0.7%	1%	3.0%	4.4	84	10%	-10%
CCn1c(C)nc2cc(C(=O)N/N=C(\C)c3ccc(OC)cc3O)ccc21	0.7%	15%	-2%	-2.8%	6%	1.2%	.	.	-3%	-4%
Cc1ccc(S(=O)(=O)C(CNC(=O)C(C)C)c2cccs2)cc1 (configuration not stated)	0.2%	-3%	8%	-0.4%	-1%	0.5%	0.5	70	0%	0%
Cc1ccc(S(=O)(=O)N2CC=C(C(=O)NC3CC3)CC2)cc1	-0.1%	6%	-1%	0.7%	19%	-0.3%	-1.2	41	17%	-1%
Cc1ccc(S(=O)(=O)Nc2nc(-c3ccccc3)cs2)cc1	-0.1%	2%	31%	6.9%	3%	0.3%	-0.2	80	-6%	23%
CC(C)C[C@H](NC(=O)C1CCN(S(=O)(=O)c2ccccc2)CC1)C(=O)NCc1ccccn1	-0.1%	-2%	5%	0.6%	13%	-0.2%	1.2	57	2%	-1%
CN(CCC1CCOCC1)C(=O)CC1C(=O)NCCN1Cc1c(F)cccc1Cl (configuration not stated)	0.2%	9%	-4%	-0.4%	-12%	-0.1%	-0.3	53	7%	3%
CC1CCN(C(=O)CC2C(=O)Nc3c2c(=O)n(C)c(=O)n3Cc2ccccc2)CC1 (configuration not stated)	-0.2%	0%	-7%	-0.9%	12%	-0.2%	0.3	59	1%	-2%
COC(=O)c1cc2c(C)c(C)c3ccccn3c-2c1C(=O)OC	-0.2%	16%	1%	-1.6%	2%	-0.3%	1.3	46	13%	?
Cc1c(NC(=O)Cc2noc3ccccc23)cccc1[N+](=O)[O-]	-0.4%	4%	1%	0.6%	-6%	-0.3%	-0.5	67	4%	-5%
COCCn1c(-c2ccc(OC)cc2)cnc1SCC(=O)Nc1cc(C)on1	0.9%	-12%	1%	-0.2%	10%	-0.5%	-2.1	53	13%	2%
COc1ccc(S(=O)(=O)N2CCCCC2)cc1NC(=O)c1cccs1	0.0%	1%	-1%	1.0%	-6%	-0.2%[50 µM]	-0.6	50	-9%	1%
Cc1ccc(-c2nc(S(=O)(=O)c3ccccc3)c(SCC(=O)NCC3CCCO3)o2)cc1 (configuration not stated)	-0.1%	4%	2%	1.0%	0%	1.4%	21	55	4%	-18%
Cc1cc(C)cc(NC(=O)C2CCC(CNC(=O)[C@@H]3Cc4ccccc4CN3)CC2)c1 (some centres not stated)	-0.1%	14%	5%	0.9%	10%	0.0%	-0.2	73	7%	2%
COc1cc2c(cc1OC)[C@H](C)N(C(=S)Nc1ccc(F)cc1)CC2	0.6%	-22%	2%	-1.4%	9%	.	-0.2	58	3%	.
CCN(CC)S(=O)(=O)c1ccc(/C(O)=C(\C#N)c2nc3ccccc3n2C)cc1	0.2%	11%	2%	-0.8%	3%	0.9%[50 µM]	2.9	57	12%	1%
O=C(O)C1C2C=CC(C3CC23)C1C(=O)O (configuration not stated)	-0.4%	12%	3%	0.1%	5%	0.0%	-0.7	48	4%	0%
COc1cccc(C2/C(=C(/O)c3ccc(C)cc3)C(=O)C(=O)N2Cc2ccco2)c1 (configuration not stated)	-0.1%	-2%	0%	3.3%	-8%	0.2%	0.8	87	5%	-4%
CC(C)(C)c1nn(-c2ccccc2)c2nc(Cl)c(C=O)cc12	0.0%	19%	0%	0.8%	-2%	0.1%	1.0	49	7%	-6%
Cc1ccc(CSc2nc3nc(C)cc(C)c3c(=O)[nH]2)cc1	-0.2%	22%	-1%	3.1%	8%	11%	2.4	39	14%	.
Cc1ccccc1OCC(O)Cn1c(N2CCCCC2)nc2c1c(=O)[nH]c(=O)n2C (configuration not stated)	-0.2%	6%	13%	0.3%	-3%	-0.2%	3.8	60	19%	-3%
COc1ccccc1CNC(=O)C1CCCN(S(=O)(=O)c2cccs2)C1 (configuration not stated)	0.2%	-9%	1%	1.3%	4%	0.0%	-1.7	57	0%	-1%
CC(=O)N1N=C(c2ccc(C)o2)CC1c1cccc(F)c1 (configuration not stated)	0.2%	42%	4%	0.5%	-8%	1.2%	0.1	50	-12%	6%
S=C(NCCc1ccccn1)Nc1ccc(Cl)cc1	-0.1%	-8%	0%	-1.1%	-2%	4.6%	0.0	57	-5%	-13%
CCC1CCc2c(sc(NC(C)=O)c2C#N)C1 (configuration not stated)	-0.3%	7%	2%	0.3%	-5%	0.5%	7.6	37	12%	-6%
COc1ccc(NC2CC(=O)N(CCc3ccccc3)C2=O)cc1 (configuration not stated)	0.1%	-9%	4%	22%	-1%	-0.2%	0.1	54	-3%	.
COc1ccccc1/C=C1\SC(=S)N(CCC(=O)NCCCn2ccnc2)C1=O	-0.1%	-4%	3%	-0.1%	15%	0.6%	1.3	48	17%	-4%
CC(=O)c1c(C)nc2ccccc2c1N	-0.1%	10%	-2%	-2.3%	-19%	0.4%	-0.3	54	15%	-3%
Cc1nc(-c2ccc([N+](=O)[O-])cc2)c(-c2ccccc2)o1	-0.1%	-1%	0%	3.4%	8%	0.0%	-1.0	88	10%	-3%
O=C(O)CCCNC(=O)/C(=C\C=C\c1ccccc1)NC(=O)c1ccccc1Cl	-0.1%	0%	-4%	7.8%	1%	-0.2%	0.4	92	15%	-2%
COc1ccc(NC(=O)c2cnc(C)cn2)c2ncccc12	-0.3%	-7%	0%	3.0%	28%	.	.	.	-6%	.
CN(C(=O)c1ccc2c(c1)C(=O)N(CCC1=CCCCC1)C2=O)C1CCCCC1	-0.2%	-1%	-7%	-2.6%	22%	0.1%	5.4	86	-6%	-3%
Cn1c(SCC(N)=O)nnc1C1CCN(S(=O)(=O)c2ccccc2C(F)(F)F)CC1	0.0%	-9%	4%	-0.5%	-4%	0.8%	0.6	61	17%	-4%
COc1cc(/C=N/NC(=O)C(C)n2nnc3ccccc32)ccc1O (configuration not stated)	0.0%	-14%	-5%	-3.5%	-9%	0.5%	-0.9	70	-19%	-3%
CCn1c(CNc2ccc(C)cc2)nnc1SCC(N)=O	0.0%	-11%	4%	0.8%	7%	0.3%	-0.1	78	9%	0%
CCc1ccc(NC(=O)CSc2ccccn2)cc1	-0.5%	16%	4%	-0.5%	-4%	0.5%	0.8	62	-2%	-1%
Cn1c(=O)c2c(nc(CN3CCN(C(=O)c4ccco4)CC3)n2CCCc2ccccc2)n(C)c1=O	0.6%	17%	2%	0.3%	-2%	1.6%	-1.5	84	-10%	-5%
CC1(C)CC(=O)C(Br)=C(O)C1	0.1%	-5%	-3%	-0.4%	6%	-1.8%	.	.	14%	-10%
O=c1cc(O)nc[nH]1	-1.5%	5%	2%	0.7%	2%	0.1%	3.0	60	15%	-9%
CCCc1ccc(-c2cc(C(=O)N3CCN(c4ccccn4)CC3)c3ccccc3n2)cc1	-0.1%	14%	9%	1.3%	-9%	0.1%[50 µM]	15	66	13%	4%
COc1ccc(NC(=O)C2CC(c3c(F)cccc3Cl)=NO2)cc1OC (configuration not stated)	0.0%	16%	0%	-2.2%	1%	0.4%	1.8	69	3%	2%
Cc1ccc(NC(=O)CCS(=O)(=O)c2cccc3nonc23)cc1	-0.2%	-6%	0%	-0.1%	1%	0.3%	0.2	62	4%	-8%
O=C(COc1nncc2ccccc12)Nc1ccc(F)c(F)c1	-0.3%	6%	6%	-0.9%	0%	0.0%	1.8	47	12%	-15%
Cc1c(C(=O)N2CCOCC2)sc(NC(=O)CCl)c1C#N	.	8%	2%	-0.2%	-5%	0.0%	-0.5	51	-20%	-5%
CCOC(=O)c1c(C)n(OCc2ccccc2)c2ccc3nonc3c12	-0.1%	-7%	0%	-0.4%	-2%	4.8%	5.8	48	-2%	9%
CCOc1ccc(S(=O)(=O)N2CCC(C(=O)N3CCCCCC3)CC2)cc1C	-0.1%	7%	-2%	-0.5%	0%	-1.7%[50 µM]	0.7	59	24%	-8%
CC(=O)N1CCc2cc(S(=O)(=O)CCC(=O)N3CCN(C(=O)c4ccco4)CC3)ccc21	-0.1%	3%	-4%	3.4%	-19%	1.6%	-0.1	59	-2%	-6%
C[C@H]1CN=C(Nc2ccccc2)N1CCCC1CCCC1	-0.2%	8%	-6%	-1.7%	4%	-0.5%	11	65	10%	-11%
COc1ccccc1C(CNc1ccc(S(=O)(=O)N2CCCC2)cc1[N+](=O)[O-])N(C)C (configuration not stated)	-0.1%	8%	-9%	-0.1%	18%	1.9%[50 µM]	-0.1	70	6%	4%
COCCn1c(C)cc(C(=O)COc2ncnc3ccc(Br)cc23)c1C	-0.2%	-1%	-1%	-0.3%	-8%	0.3%	-1.5	55	-6%	3%
COCCNC(=S)N/N=C(\C)c1ccc(-n2ccnc2)cc1	0.2%	-24%	3%	-2.4%	-14%	2.5%	1.2	95	10%	-11%

Full records from above. Values in the order: GPR55 activation	AID2073	SIAH1 antagonists	HIV peptide binding	GPR35 antagonists	UTI89 phage lysis	NTR1 agonist	NTR1 agonist cell count 20 µM	GPR55 antagonists	NS5 inhibitors
Cc1ccc(S(=O)(=O)N2CC=C(C(=O)NC3CC3)CC2)cc1 reads -0.1%	6%	-1%	0.7%	19%	-0.3%	-1.2	41	17%	-1%
O=c1cc(O)nc[nH]1 reads -1.5%	5%	2%	0.7%	2%	0.1%	3.0	60	15%	-9%
